Source: PubChem
GalR3 antag – antagonists of human GalR3; O60755; HEK293 GalR3-CNG cAMP membrane potential fluorescence; galR3 body fused to GalR1 C-terminus; inhibition, % at 3 µM; 360,000 compounds, 0.44% hits; AID 651719;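 active = inhibition above the screen-wide average plus 3 SD, cut at about 13% in these data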;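 note: forskolin and galanin both at EC90 stimulate the cells; cAMP rise reported by CNG channel membrane potential dye signal; 0% = forskolin plus galanin with DMSO and 100% = forskolin alone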
V1R ag counter – V1a receptor agonism, counter-screen for OXTR agonists; CHO-V1R cells, Fluo-8 calcium fluorescence, agonist mode; 0% DMSO, 100% 3 nM vasopressin; activation, % at 3 µM; 320,000 compounds, 0.25% hits; AID 2797;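 active = activation above the mean activation of all tested compounds plus 3 SD, per screening run, cut at about 20% in these data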;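 note: signal is peak over basal fluorescence ratio across a 100 second FLIPR read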
Target sequence (P37288 whole entry, looked up): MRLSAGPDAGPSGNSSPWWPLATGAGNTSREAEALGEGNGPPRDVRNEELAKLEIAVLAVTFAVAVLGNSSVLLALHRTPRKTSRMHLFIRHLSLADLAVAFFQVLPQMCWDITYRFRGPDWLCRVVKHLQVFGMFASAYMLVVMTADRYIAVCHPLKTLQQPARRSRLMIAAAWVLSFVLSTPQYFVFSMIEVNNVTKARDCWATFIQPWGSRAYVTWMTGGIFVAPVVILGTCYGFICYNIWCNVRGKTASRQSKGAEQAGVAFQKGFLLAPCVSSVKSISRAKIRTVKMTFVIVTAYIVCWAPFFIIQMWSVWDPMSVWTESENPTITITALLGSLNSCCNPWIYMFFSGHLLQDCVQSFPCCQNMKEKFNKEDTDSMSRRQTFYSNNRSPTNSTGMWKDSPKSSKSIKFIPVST
MEKK3 PB1 HTS – modulators (inhibitors or enhancers) of MEK5 binding to human MEKK3 PB1 domain. bead-based flow cytometry, Alexa488-MEK5 binding to MEKK3; actives lie on both sides; 0 = blocked by unlabeled MEK5, 100 = vehicle. binding response (% of control), % at 10 µM. 290,000 compounds, 1.4% hits;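 active = binding response more than 3 SD above or below the average of its plate-row segment, actives on both sides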;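 note: Alexa488 bead fluorescence after subtracting the streptavidin-only scavenger bead signal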
MEKK2 WT-MEK5 – raises or lowers MEK5 binding to wildtype human MEKK2 PB1 domain. Q9Y2U5. bead flow cytometry, Alexa488-MEK5 binding to MEKK2 WT; actives lie on both sides. AID 1531. 290,000 compounds, 1.1% hits. binding response (% of control), % at 10 µM; in the data active = binding response below about 67% or above about 130%
GPR7 antag – antagonists of human GPR7 (neuropeptides B/W receptor 1); P48145; GPR7-expressing cells, fluorescence antagonist assay; inhibition, % at 4.4 µM; 290,000 compounds, 1.1% hits; in the data active = inhibition above about 16%, passing the limit was not always enough;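 note: cells stimulated with the agonist NPW; 0% = agonist with vehicle and 100% = vehicle without agonist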
OXTR agonist – human OXTR agonism | P30559 | CHO-OTR cells, Fluo-8 calcium fluorescence; normalized: DMSO 0%, oxytocin 100% | activation, % at 3 µM | 320,000 compounds, 0.32% hits | AID 2435;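 active = activation above the mean of all tested compounds plus 3 SD, cutoff set per screening run, cut at about 20% in these data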;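 note: peak over basal fluorescence ratio from a 100 s FLIPR kinetic read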
Target sequence (P30559 whole entry, looked up): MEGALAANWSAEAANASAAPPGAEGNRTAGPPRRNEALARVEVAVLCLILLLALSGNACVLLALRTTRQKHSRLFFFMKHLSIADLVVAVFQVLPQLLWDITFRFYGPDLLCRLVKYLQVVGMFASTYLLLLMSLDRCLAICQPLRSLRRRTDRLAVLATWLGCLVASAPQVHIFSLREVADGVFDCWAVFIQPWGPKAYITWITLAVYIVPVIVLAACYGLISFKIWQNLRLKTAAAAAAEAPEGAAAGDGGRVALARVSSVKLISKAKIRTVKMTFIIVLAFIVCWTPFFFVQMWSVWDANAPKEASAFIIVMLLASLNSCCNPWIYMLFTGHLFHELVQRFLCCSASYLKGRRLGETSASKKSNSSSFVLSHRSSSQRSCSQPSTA
NALP1 yeast inh – NALP1 inhibition | S. cerevisiae NALP1/ASC/caspase-1 growth, X-gal OD620, 72 h | inhibition, % at 10 µM | 280,000 compounds, 0.61% hits; in the data active = inhibition mostly above about 24%, no sharp cut-off; inactive = mostly below about 32%; note: some compounds called inactive have numbers as strong as hits
MEKK2mut PB1 HTS – signal of MEK5 binding to mutant human MEKK2 PB1 domain | bead flow cytometry, Alexa488-MEK5 binding to MEKK2 mutant | percent response, % at 10 µM | 290,000 compounds, 0.35% hits; in the data active = percent response above about 24%, passing the limit was not always enough; note: inactives centre near 1; some results filed as inactive read as strong as hits; reference of the scale not given here
PHOSPHO1 inh – inhibitors of human PHOSPHO1 phosphatase; Q8TCT1; recombinant PHOSPHO1, absorbance phosphatase assay; inhibition, % at 13.3 µM; 290,000 compounds, 1.1% hits; in the data active = inhibition above about 60%
* marks the source's active call; other numbers are inactive results; / = no result given; & = joins results of further samples; [ ] = another dose, or the depositor's remark.

The opening seven compounds as a preview:
Compound | MEKK3 PB1 HTS | MEKK2 WT-MEK5 | OXTR agonist | NALP1 yeast inh | PHOSPHO1 inh | GPR7 antag | GalR3 antag | V1R ag counter | MEKK2mut PB1 HTS
CCOc1ccc(OCC(O)CN2CCc3ccccc3C2)cc1 (configuration not stated) | 98 | 108 | 0.4 | 10 | 18 | 17 | -6 | 1.2 | 7
NC(=O)CSc1nnc(-c2cccs2)n1Cc1ccco1 | 101 | 102 | 0.0 | 17 | 33 | -7 | 3 | 0.3 | 1
Cc1cccc(/C=C2\CS/C(=C\c3cccc(C)c3)C2=O)c1 | 115 | 116 | 0.1 | -7 | 21 | 2 | -3 | 0.6 | 4
CSC1=NSC2=NC(=O)/C(=C/c3coc4ccc(O)cc4c3=O)C(=N)N12 | 125 | 88 | 104* | 24 | 9 | -5 | -4 | 77* | 14
Cc1nc(SCc2ccc(C(=O)O)cc2)c2c(C)c(C)sc2n1 | 123 | 115 | 0.1 | / | 58 | -13 | -3 | 1.8 | 20
COc1ccc(-c2cn3cccnc3n2)cc1NC(=O)c1cc(OC)c(OC)c(OC)c1 | 20*[inhibitor] | 27*[inhibitor] | -0.6 | -6 | 40 | -11 | -1 | 0.8 | -21
CCN1C(=O)c2ccccc2S(=O)c2ccc(C(=O)N3CCCC3)cc21 (configuration not stated) | 108 | 114 | 0.4 | 22 | 6 | -2 | / | 1.0 | 11

The listing, from the first entry:
Compound | MEKK3 PB1 HTS | MEKK2 WT-MEK5 | OXTR agonist | NALP1 yeast inh | PHOSPHO1 inh | GPR7 antag | GalR3 antag | V1R ag counter | MEKK2mut PB1 HTS
CCOc1ccc(OCC(O)CN2CCc3ccccc3C2)cc1 (configuration not stated) | 98 | 108 | 0.4 | 10 | 18 | 17 | -6 | 1.2 | 7
NC(=O)CSc1nnc(-c2cccs2)n1Cc1ccco1 | 101 | 102 | 0.0 | 17 | 33 | -7 | 3 | 0.3 | 1
Cc1cccc(/C=C2\CS/C(=C\c3cccc(C)c3)C2=O)c1 | 115 | 116 | 0.1 | -7 | 21 | 2 | -3 | 0.6 | 4
CSC1=NSC2=NC(=O)/C(=C/c3coc4ccc(O)cc4c3=O)C(=N)N12 | 125 | 88 | 104* | 24 | 9 | -5 | -4 | 77* | 14
Cc1nc(SCc2ccc(C(=O)O)cc2)c2c(C)c(C)sc2n1 | 123 | 115 | 0.1 | / | 58 | -13 | -3 | 1.8 | 20
COc1ccc(-c2cn3cccnc3n2)cc1NC(=O)c1cc(OC)c(OC)c(OC)c1 | 20*[inhibitor] | 27*[inhibitor] | -0.6 | -6 | 40 | -11 | -1 | 0.8 | -21
CCN1C(=O)c2ccccc2S(=O)c2ccc(C(=O)N3CCCC3)cc21 (configuration not stated) | 108 | 114 | 0.4 | 22 | 6 | -2 | / | 1.0 | 11
CCOc1ccc(Nc2nc(N)nc(CSC(=S)N3CCN(c4ccccc4)CC3)n2)cc1 | 81 | 85 | 0.1 | / | 17 | -9 | 1 | 0.7 | -26
COC(=O)c1ccccc1N1C(=O)[C@@H]2C(c3ccc(F)cc3)=NO[C@@H]2C1=O | 97 | 99 | 2.2 | 3 | -4 | 10 | -7 | 1.3 | 0
COC(=O)C1(C)NC(c2ccc(O)cc2)C2C(=O)N(c3ccccc3)C(=O)C21 (configuration not stated) | 101 | 101 | 0.2 | 9 | -2 | 4 | -11 | 9.5 | 1
CC1(C)C2CC[C@]3(C)C(CC=C4[C@@H]5C[C@@](C)(CO)[C@@H]6C[C@@]5(CC[C@]43C)C(=O)O6)[C@@]2(C)CC[C@@H]1O (some centres not stated) | 99 | 101 | -0.3 | / | / | / | / | -1.2 | 3
CCN(Cc1ccccc1)S(=O)(=O)c1ccc(OC)c2ncccc12 | 99 | 95 | 1.4 | 10 | 16 | 9 | -8 | 1.6 | -1
COc1ccc(-n2cnnc2SC(C)C(=O)Nc2cccc([N+](=O)[O-])c2)cc1 (configuration not stated) | 105 | 114 | 0.2 | 32 | -16 | -1 | -1 | -0.2 | 16
CC(C)C[C@H](NC(=O)c1nc[nH]c1C(=O)NCC(=O)OCc1ccccc1)C(=O)OCc1ccccc1 | 98 | 89 | 0.9 | 9 | -2 | 1 | -6 | 1.2 | -6
CC(C)c1[nH]nc2c1C(c1cccc(OC(=O)N3CCOCC3)c1)C(C#N)=C(N)O2 (configuration not stated) | 94 | 92 | -0.3 | 6 | 10 | 0 | -5 | 0.3 | -5
O=C(O)Cc1csc(-c2cccc(Oc3ccccc3)c2)n1 | 103&103 | 105&100 | 1.8&2.4 | 17 | 26 | -4&-2 | -1&-4 | 2.5&1.1 | 3&-3
Cc1ccc(NC(=O)CSc2nnc(C)c(=O)n2N)cc1 | 94 | 98 | 0.0 | -11 | -13 | -10 | 1 | -0.8 | -2
O=C(CNC(=O)c1ccc2ccccc2c1)NCc1ccccc1F | 106 | 106 | -0.7 | 6 | 35 | -10 | 0 | 0.8 | 14
CCN1C(=O)C(Cc2nc3ccccc3c(=O)n2-c2ccccc2)c2ccccc21 (configuration not stated) | 99 | 95 | -0.1 | 22 | 36 | -2 | -5 | 1.2 | -1
O=C(N[C@@H](Cc1c[nH]c2ccccc12)C(=O)O)c1ccccc1Cl | 101 | 95 | 1.6 | 8 | -30 | -7 | -2 | 1.0 | -4
COc1cc(NC(=O)N2c3ccccc3Sc3ccccc32)c(C(=O)O)cc1OC | 100 | 99 | -2.6 | 13 | 24 | 0 | -11 | -0.2 | -3
COc1ccc(CCNC(=O)CCc2nnc(Cc3ccc4c(c3)OCO4)o2)cc1 | 105 | 113 | -1.1 | -1 | 23 | -6 | -4 | 0.0 | 7
CCCCOc1ccc(-c2nc(SCC(N)=O)n[nH]2)cc1 | 94 | 94 | -0.1 | 11 | 15 | 5 | -5 | 0.1 | -3
COc1cccc(OC)c1C(=O)OCC(=O)Nc1cccnc1Cl | 108 | 104 | 0.3 | -2 | -3 | 3 | -3 | 0.0 | -4
CCc1ccc(NC(=O)CSc2nc3cc(C(=O)OC)ccc3c(=O)n2CC2CCCO2)cc1 (configuration not stated) | 104 | 100 | -0.5 | -10 | 18 | 0 | 0 | -0.8 | 4
CCOc1ccc(S(=O)(=O)N2CCC(C(=O)NCC3CCCO3)CC2)cc1 (configuration not stated) | 107 | 112 | -0.3 | 2 | -44 | -5 | -1 | -0.5 | 6
COc1ccc(C(=O)N/N=C2\CCS(=O)(=O)c3ccc(F)cc32)cc1OC | 117 | 114 | 1.3 | / | 10 | 4 | 0 | 0.6 | 14
N/C(=N\OC(=O)Nc1ccccc1)c1cccc(C(F)(F)F)c1 | 103 | 100 | -0.2 | 3 | 9 | -4 | 1 | 0.8 | 0
COc1ccc(-c2csc3ncnc(N4CCN(c5ccccc5)CC4)c23)cc1 | 99 | 98 | -2.3 | 8 | 5 | -4 | 2 | -1.1 | 1
COc1ccc(CC(=O)NCC2CCCN(Cc3ccc(OC(F)(F)F)cc3)C2)cc1 (configuration not stated) | 99 | 104 | -0.5 | 0 | 35 | 5 | -6 | 1.1 | -10
CCOC(=O)c1ccc(N2C=C(C(=O)OC)C(c3cccc(O)c3)C(C(=O)OC)=C2)cc1 | 97 | 97 | -1.1 | 5 | 33 | -23 | -4 | -0.4 | 0
CCc1ccccc1-n1nnnc1-c1cnccc1C(F)(F)F | 89 | 95 | -0.7 | 6 | 39 | -14 | -6 | -1.0 | -3
Cc1ccc(NCc2nnc(SCC(=O)c3ccc4c(c3)OCCO4)o2)c(C)c1 | 111 | 106 | 3.4 | -4 | -18 | -12 | -6 | 1.3 | 9
CN(C)C(=S)NCc1ccccc1 | 102 | 102 | -0.2 | 4 | 20 | -9 | -1 | 0.8 | 2
CCc1nnc(NC(=O)CSc2ncnc3c2oc2ccccc23)s1 | 103 | 103 | -0.2 | -35 | 5 | -4 | / | 1.5 | 10
CCOP(=O)(OCC)c1nc(Cc2ccccc2)oc1NCc1ccccc1 | 102 | 103 | -1.2 | -5 | 3 | -9 | -5 | -0.6 | 7
O=C(NNC(=S)NC(=O)c1ccco1)c1ccc(NC(=O)c2ccccc2)cc1 | 107 | 98 | -2.1 | 6 | 71* | -6 | -3 | -1.2 | -4
CC1(C)CC(=O)C2=C(C1)OC(N)=C(C#N)C2c1cn(-c2ccccc2)nc1-c1ccccc1 (configuration not stated) | 95 | 91 | -1.1 | 28 | -30 | -12 | -2 | 0.1 | -1
Fc1ccc(C2c3[nH]c4ccccc4c3CCN2Cc2ccoc2)cc1 (configuration not stated) | 110 | 108 | -0.6 | 5 | 28 | -21 | -4 | 0.0 | 7
O=C1c2ccccc2C(=O)C1c1ccccn1 | 90 | 86 | 0.1 | 3 | 16 | -13 | 4 | 0.1 | -18
Cc1ccc(OCC(=O)NCCc2c[nH]c3ccccc23)cc1 | 98 | 91 | -0.1 | 2 | 20 | 3 | -4 | 2.2 | -9
Nc1nonc1C(=O)NCCNCc1ccccc1OCc1ccc(F)cc1 | 107 | 153* | 7.1 | -4 | 1 | 23 | -11 | 5.8 | 17
CCN(CC(=O)Nc1ccc(NC(C)=O)cc1)Cc1c(O)ccc2cc(Br)ccc12 | 100 | 99 | 3.2 | 5 | 47 | 11 | -7 | 0.5 | -1
CN(C)S(=O)(=O)N1CCN(C(=O)N2CCOCC2)CC1 | 101 | 101 | 0.8 | -8 | 8 | -8 | 0 | -0.1 | 1
O=C(Nc1ccc(F)cc1)c1cccnc1 | 101 | 101 | 0.1 | -3 | 14 | 3 | -2 | -0.2 | 3
C=CCOc1ccc(/C=N/NC(=O)C(=O)Nc2ccccn2)cc1OC | 90 | 93 | 7.0 | 17 | -24 | 3 | 6 | 5.2 | -5
N#CCCN(Cc1ccccc1)C(=O)Nc1ccc2c(c1)CCO2 | 90 | 98 | -1.4 | / | 36 | -10 | -4 | -0.6 | -19
CSC1=NSC2=NC(=O)/C(=C\c3coc4ccccc4c3=O)C(=N)N12 | 101 | 103 | 26* | 26 | -7 | -1 | -6 | 18 | 2
O=C(CSc1nc(-c2ccco2)cc(C(F)(F)F)n1)Nc1ccc2c(c1)OCO2 | 106 | 102 | -1.1 | 16 | 0 | -11 | -5 | -0.6 | 4
CCOC(=O)CCCCNC(=O)Nc1ccccc1 | 95 | 93 | 0.6 | 18 | 40 | 9 | -3 | 2.5 | -5
O=c1[nH]nc(-c2ccc(F)cc2)cc1Cc1ccccc1 | 94 | 90 | -2.6 | / | 27 | -15 | 5 | 0.0 | -16
CCOC(=O)c1cnc2c(C)cccc2c1NCCCN1CCOCC1 | 103 | 108 | -0.3 | 15 | 14 | -15 | -10 | 0.0 | 6
CCCCCc1ccc(OCCCC[n+]2ccc(C)cc2)c(CCCCC)c1 | 106 | 186* | 9.5 | 10 | 5 | 24* | 6 | 22* | 16
CCCOc1ccc(C2C(C(=O)c3cc4ccccc4o3)=C(O)C(=O)N2c2cc(C)on2)cc1 (configuration not stated) | 104 | 103 | 0.1 | 6 | 20 | 3 | -1 | 1.0 | 2

Copied from the list.
Reading for `CSC1=NSC2=NC(=O)/C(=C\c3coc4ccccc4c3=O)C(=N)N12` in GPR7 antag: -1
Reading for `CCCCCc1ccc(OCCCC[n+]2ccc(C)cc2)c(CCCCC)c1` in OXTR agonist: 9.5
